Bioassay records as filed in PubChem.
N370S GC mod – inhibitors or activators of N370S glucocerebrosidase for Gaucher disease. 0.092% of 330,000 active. Potency, µM (titrated, usually from 59.4 µM), without a hit: at the top dose activity change, negative = inhibition, most hits filed as inhibitors. P04062. N370S GC spleen homogenate, 4MU-glucoside fluorescence;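 also: 0% = full enzyme activity and -100% = no enzyme basal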
TDP1 block – TDP1 (human) enzyme inhibition | recombinant TDP1, AlphaScreen DNA substrate cleavage | Q9NUW8 | Potency, µM (doses to about 130 µM), for the others: at the highest dose activity change, negative = inhibition, usual class: inhibitors | AID 485290 | 0.28% of 350,000 active; also: nearly all actives have a fitted effect of over 40% in size
Target sequence (Q9NUW8 whole entry, looked up): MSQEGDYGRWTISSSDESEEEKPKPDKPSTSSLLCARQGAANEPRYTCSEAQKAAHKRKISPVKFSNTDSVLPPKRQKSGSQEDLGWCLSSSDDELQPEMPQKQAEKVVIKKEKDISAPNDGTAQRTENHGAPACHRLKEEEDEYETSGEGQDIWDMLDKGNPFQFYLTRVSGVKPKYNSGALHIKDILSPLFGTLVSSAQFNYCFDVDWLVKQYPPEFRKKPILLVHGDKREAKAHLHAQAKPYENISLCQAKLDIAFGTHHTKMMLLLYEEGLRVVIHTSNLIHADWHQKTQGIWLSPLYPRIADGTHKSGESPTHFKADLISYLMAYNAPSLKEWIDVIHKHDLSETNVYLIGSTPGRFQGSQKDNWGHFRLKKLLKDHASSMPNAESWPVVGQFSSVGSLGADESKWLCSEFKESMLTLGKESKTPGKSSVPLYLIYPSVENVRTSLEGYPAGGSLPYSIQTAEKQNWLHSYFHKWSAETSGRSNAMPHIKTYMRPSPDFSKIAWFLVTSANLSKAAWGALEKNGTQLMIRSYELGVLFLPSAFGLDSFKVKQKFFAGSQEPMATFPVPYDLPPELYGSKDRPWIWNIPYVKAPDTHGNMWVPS
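Here, a 5' biotin and 3' phosphotyrosine-FITC DNA oligonucleotide reports Tdp1 activity: intact substrate bridges AlphaScreen beads, while cleavage leaves a 3' phosphate and drops signal. All incubations at room temperature.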
FEN1 inhibitor – blocks human flap endonuclease 1; 0.35% of 390,000 active; Potency, µM (highest dose often 114 µM), for the others: at the highest dose activity change, negative = inhibition, hits mostly inhibitors; Recombinant FEN1 flap cleavage, fluorescence, 15 min; P39748; AID 588795; also: nearly all actives have a fitted effect of over 65% in size
Target sequence (P39748 whole entry, looked up): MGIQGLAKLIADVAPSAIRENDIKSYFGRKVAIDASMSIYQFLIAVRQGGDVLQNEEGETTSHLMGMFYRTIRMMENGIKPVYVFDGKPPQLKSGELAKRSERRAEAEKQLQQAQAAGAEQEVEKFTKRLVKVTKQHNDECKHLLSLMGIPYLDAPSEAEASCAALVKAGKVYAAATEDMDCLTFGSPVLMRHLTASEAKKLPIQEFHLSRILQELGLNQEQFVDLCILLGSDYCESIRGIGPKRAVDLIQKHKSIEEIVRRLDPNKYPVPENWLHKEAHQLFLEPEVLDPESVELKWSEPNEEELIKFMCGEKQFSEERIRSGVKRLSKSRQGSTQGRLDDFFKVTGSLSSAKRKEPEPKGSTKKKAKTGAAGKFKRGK
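Quantitative HTS format: each compound was titrated, incubated with 10 nM nuclease for 15 min at room temperature, then challenged with flap substrate at 50 nM final. Signal change over 15 min gave concentration–effect curves.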
* marks the source's active call; other numbers are inactive results; ? = inconclusive; . = not tested or not shown; & = joins results of further samples; [ ] = another dose, or the depositor's remark. Calls follow the shape of the dose curve; as a rule, active = well fitted curve in the direction sought with a large enough effect; inconclusive = small, poorly fitted or top-dose-only effect, or another doubt; inactive = no such curve, though single readings can be large; an effect the other way counts as inactive or inconclusive. Unless noted, % is scaled to controls: 0 for no effect and ±100 for the full control effect; potency is read from the fitted curve at half-maximal effect. Not a hit list; about 0.53% have a hit in one of these screens.

SMILES	N370S GC mod	TDP1 block	FEN1 inhibitor
O=C(O)C1CCC(Cn2c(SCc3cc(=O)n4ccccc4n3)nc3ccsc3c2=O)CC1 (stereo unspecified)	1%	2%	1%
OC(CNC1CCCCC1)CNC1CCCCC1	2%	5%	-1%
COc1ccc2nc(N3C(=O)/C(=C/c4ccccc4)NC3=S)sc2c1	-10%	3%	-16%
O=C(OCCN1CCCCC1)c1ccc(O)cc1	-8%	5%	6%
CN(C)c1ccc(C(C(=O)NC2CCCC2)N(Cc2cccnc2)C(=O)c2snc(C(N)=O)c2N)cc1 (stereo unspecified)	-2%	10%	-4%
COc1ccc(CN2CCC(N3CC(C)OC(C)C3)CC2)c(OC)c1 (stereo unspecified)	-11%	.	12%
COc1ccc(NC(=O)C(=O)NCC(c2ccco2)N2CCc3ccccc3C2)cc1 (stereo unspecified)	0%	.	-3%
Nc1ccccc1NC(=O)c1ccc(CNC(=O)OCc2cccnc2)cc1	1%	10%	.
CSc1ccc2c(c1)[C@H](N1CCN(C)CC1)Cc1ccccc1S2	13µM*	18%	.
COc1cc2oc(=O)cc(-c3ccc(-c4ccc(OC(F)(F)F)cc4)cc3)c2c(OC)c1OC	3%	-1%[56.1 µM]	3%
CC(NC(=O)c1ccco1)C1COc2ccccc2O1 (stereo unspecified)	-3%	3%	1%
O=C(c1ccc2c(c1)N(Cc1cccc(F)c1)C(=O)c1ccccc1S2)N1CCCC1	.	0%	6%
Cc1ccc(S(=O)(=O)NC2CCCC2)cc1C(N)=O	-5%	3%	4%
COc1ccc(C(=O)O)cc1S(=O)(=O)NCc1ccncc1	.	0%	10%
C[C@@H](C(=O)Nc1ccc2ccccc2c1)[C@@H]1C[C@@]1(C)[C@@H](NS(=O)(=O)c1ccccc1)c1ccccc1	-6%	3%	.
COc1ccccc1C(=O)COC(=O)Cn1c(C)csc1=O	-1%	-5%	3%
O=C(CCCCO)CCCCCCCC[C@H]1N[C@H](CO)[C@H](O)[C@@H]1O[C@@H]1O[C@H](CO)[C@@H](O)[C@H](O)[C@H]1O	1%	-8%	-6%
COc1cc(/C=N\NC(=O)c2ccc(Cn3cc(Br)c([N+](=O)[O-])n3)o2)cc(OC)c1O	8%	3%	-4%
COc1cc(NC(=O)C2CC(c3ccc(Cl)cc3)=NO2)cc(OC)c1OC (stereo unspecified)	0%	.	20%
CN(CCC1CCOCC1)C(=O)C1CCC(=O)N(CCc2ccccc2)C1 (stereo unspecified)	1%	3%	-10%
O=C(COc1cnc2ccccc2n1)NCCC1=CCCCC1	-7%	6%	-3%
O=C(COc1ccccc1)NCc1ccc2c(c1)CCN2C(=O)c1ccccc1	.	7%	5%
COCCn1c(SCC(=O)c2c(C)[nH]c3ccccc23)nc2cc(C(=O)NC(C)C)ccc2c1=O	.	5%	-7%
O=c1[nH]c(/C=C/c2ccc([N+](=O)[O-])cc2)c([N+](=O)[O-])c(=O)[nH]1	3%	4%	-18%
NC(=S)Nc1ncc(C(F)(F)F)cc1Cl	5%	0%	-4%
COC(=O)CSCC(=O)Nc1cc2c(cc1C(C)=O)OCO2	-6%	0%	3%
O=C(Nc1nc(-c2ccc(Cl)cc2)cs1)C1CCCO1 (stereo unspecified)	2%	-1%	-2%
O=C1C(Cl)=C(NCC2CCCO2)C(=O)N1c1ccccc1 (stereo unspecified)	-8%	3%	4%
O=C(CSc1nnc(Cc2cccs2)n1Cc1ccco1)Nc1ccc(Cl)cc1Cl	11%	4%	-21%
Cc1ccc(Cc2c[nH]c(=S)s2)cc1	10%	2%	-4%
CSc1cccc(NC(=O)CCn2c(=O)c3cccn3c3cccnc32)c1	6%	0%	1%
CC(C)(C)c1cc(NC(=O)c2cc(F)c(F)c(F)c2F)no1	1%	.	0%
CC(=O)c1ccc(S(=O)(=O)N2CCCC2)cc1	-14%	7%	-8%
CCC(=O)N(CCc1ccccc1C)Cc1cc2ccc(C)cc2[nH]c1=O	-14%	.	-10%
Cc1ccc(CNC(=O)Cn2nnc(C(=O)Nc3ccc(Br)cc3)c2N)cc1	0%	1%	20%
CNC(=O)c1cnc2sc(N3CCCCCC3)nn2c1=O	.	7%	4%
CCOC(=O)c1c(SC)[nH]c2c(Cl)cccc2c1=O	?	0%	0%
O=C(Oc1cccc(-n2cnnn2)c1)c1ccccc1	19%	-4%	0%
Cc1ccc(C)c(SCC(=O)NNC(=O)c2ccccc2)c1	-18%	-2%	0%
COCCCNC(=O)CC(NS(=O)(=O)c1ccc(C)cc1)c1ccc(OC)cc1 (stereo unspecified)	-6%	0%	9%
CC(C)c1ccc(NC(=O)c2ccccc2NC(=O)C2CC=CCC2C(=O)O)cc1 (stereo unspecified)	12%	0%	-15%
COc1ccc(NC(=O)c2cc(S(=O)(=O)N3CCOCC3)ccc2C)cc1S(=O)(=O)N1CCOCC1	.	-4%	-6%
COc1ccc(OC)c(NC(=O)c2sc3nc(Cc4ccccc4)cc(C(F)(F)F)c3c2N)c1	4%	6%	5%
CC1Oc2ccccc2C=C1C1/C(=C(/O)c2ccccc2)C(=O)C(=O)N1CCCN(C)C (stereo unspecified)	16%	-8%	-4%
CCCC(NC(=O)C(C)Sc1nnnn1C1CC1)c1ccccc1 (stereo unspecified)	.	0%	-2%
CC1(C)CC(NS(=O)(=O)c2cccc3ccccc23)CC(C)(C)N1	1%	7%	1%
O=C(NC(=S)Nc1cc(C(F)(F)F)ccc1N1CCOCC1)c1ccc(-c2cccc(Cl)c2)o1	2%	3%	4%
CCOc1ccc(CCNS(=O)(=O)c2ccc3c(c2)NC(=O)CO3)cc1OCC	-3%	0%	-14%
Cc1ccc(C(=O)CSc2nc(-c3ccccc3)cc(=O)[nH]2)cc1	8%	0%	0%
COc1ccc(C(=O)NCC(=O)N/N=C/C(C)=C/c2ccco2)cc1OC	2%	8%	-3%
CCCOc1ccc(C=Nc2ccc(OC)c(S(=O)(=O)N3CCOCC3)c2)c(O)c1	.	-3%	3%
CNC(=O)CSc1nc2cccnc2n1C1CCCCC1	-2%	3%	-3%
NS(=O)(=O)c1ccc(NC(=O)COC(=O)Cc2ccc(Cl)cc2)cc1	-4%	-14%	-4%
COc1cc(N2CCCC2)ccc1C=O	-5%	0%	-7%
CC(C)CCOc1ccc(C2(C)NC(=O)N(CN3CCOCC3)C2=O)cc1 (stereo unspecified)	2%	10%	6%
CCn1c(SCC(=O)N2CCCCC2C)nc2c1c(=O)n(C)c(=O)n2C (stereo unspecified)	3%	.	-7%
COc1ccc(CNC(=O)Cn2c(=O)nc(-c3ccccc3F)c3cc(Cl)ccc32)cc1OC	.	4%	12%
CCCNC(=O)C1CCC(Cn2c(=O)c3sccc3n(Cc3ccccc3F)c2=O)CC1 (stereo unspecified)	.	-1%	-5%
CC(=O)Nc1cc(C(=O)N2CCOCC2)ccc1S(=O)(=O)c1ccc(C)cc1	.	3%	1%
COc1ccc(-c2nc(C#N)c(N3CCC(C(N)=O)CC3)o2)cc1OC	23%	3%	-10%

Molecules listed so far with a nitro group on carbon (2):
SMILES	N370S GC mod	TDP1 block	FEN1 inhibitor
COc1cc(/C=N\NC(=O)c2ccc(Cn3cc(Br)c([N+](=O)[O-])n3)o2)cc(OC)c1O	8%	3%	-4%
O=c1[nH]c(/C=C/c2ccc([N+](=O)[O-])cc2)c([N+](=O)[O-])c(=O)[nH]1	3%	4%	-18%

(cont.)
SMILES	N370S GC mod	TDP1 block	FEN1 inhibitor
O=C(N/N=C/c1ccc(Cl)c([N+](=O)[O-])c1)c1cc(-c2ccccc2)nc2ccccc12	-2%	0%	-16%
CCN(CC)CCCN1C=C2C(=O)C(C)(OC(=O)c3cccs3)C(=O)C=C2C=C1CCCC(=O)OC (stereo unspecified)	5%[12.8 µM]	10%[21 µM]	.
Cc1ccc(NC(=O)CCS(=O)(=O)c2cc(Br)cc3c2N(C(=O)C2CC2)CC3)cc1	.	8%	-4%
COC(C[C@@H](O)C[C@@H](O)COCc1ccccc1)OC	-2%	5%	4%
CCOc1cccc(NC(=O)C2CCCN(S(=O)(=O)c3ccc(OC)cc3)C2)c1 (stereo unspecified)	-1%	1%	-10%
NS(=O)(=O)c1ccc(CCNC(=O)CCn2c(=O)c3cccn3c3cccnc32)cc1	.	0%	17%
CC(=O)c1ccc(OCCCOc2cccc3cccnc23)cc1	-2%	.	4%
COc1ccccc1NC(=O)c1c(NCc2sccc2C)sc2c1CCCCC2	.	9%	-16%
CCCCOC(=O)Nc1cccc(C(=O)OCC)c1	-4%	-1%	-3%
CC(=N\Nc1ccc(Cl)cc1)/C(=N/O)C(=O)Nc1ccccc1	6%	3%	-15%
Cc1nc2ccc(F)cc2cc1C(=O)NCc1ccco1	1%	6%	15%
Cc1ccc(C)c(N=Cc2ccc(-c3ccc([N+](=O)[O-])cc3)o2)c1	-4%	7%	-6%
COc1ccc(OCc2nnc(SCC(=O)c3c(N)n(C)c(=O)n(C)c3=O)n2-c2ccccc2F)cc1	5%	-5%	.
CC(=O)c1ccc(NC(=O)CCC(=O)N2CC(C)Oc3ccc(C)cc32)cc1 (stereo unspecified)	-3%	0%	9%
COc1ccccc1NC(=O)Nc1nc(CC(=O)NCc2cccnc2)cs1	2%	4%	-2%
CCn1c(=O)cc(SCC(=O)Nc2cccc(SC)c2)c2ccccc21	-3%	-5%	2%
O=C(CSc1nncs1)NCc1ccc(F)cc1	-3%	3%	-1%
O=S(=O)(Nc1ccc(O)c(CN2CCCCC2)c1)c1ccccc1	2%	4%	8%
COC(=O)C1=C(C)NC(=O)NC1c1ccc(OCC(=O)N2CCCCC2)cc1 (stereo unspecified)	11%	4%	-4%
Cc1ccc(N(C(=O)c2sc(C)nc2C)C(C(=O)NC(C)(C)C)c2ccncc2)cc1 (stereo unspecified)	4%	-6%	0%
CC(OC(=O)c1ccc2c(c1)OCCO2)C(=O)c1ccccc1 (stereo unspecified)	-2%	-7%	-9%
O=C(c1ccccc1S(=O)(=O)NCc1ccccc1)N1CCCC1	6%	-2%	20%
CCOc1ccc(NC(=O)CSC2=Nc3ccccc3C3=NC(CCC(=O)NCc4cccs4)C(=O)N23)cc1 (stereo unspecified)	.	-4%	20%
Cn1cc(CC(=O)N2CCN(c3ccccc3F)CC2)c2ccccc21	-19%	4%	-16%
COc1ccc(/C=C/C(=O)OCC(=O)Nc2ccc(C)cc2)cc1S(=O)(=O)N1CCOCC1	-3%	2%	6%
COc1cc(CNn2c(C)n[nH]c2=S)cc(Cl)c1OCc1ccc(F)cc1	-19%	12%	5%
O=C(Nc1cccc(Cl)c1N1CCOCC1)c1cccnc1	-6%	.	-2%
COc1ccc(-n2nnnc2/C=C/Nc2cc(C(F)(F)F)ccc2OC)cc1	9%	5%	-7%
CC(C)CCSc1cc(NCCO)c([N+](=O)[O-])c2nonc12	0%	6%	-26%
CC12COC3(C(=O)Nc4ccc(Cl)cn4)CC1CCC32C (stereo unspecified)	10%	6%	11%

Marked active in N370S GC mod, of those listed so far:
SMILES	N370S GC mod	TDP1 block	FEN1 inhibitor
CSc1ccc2c(c1)[C@H](N1CCN(C)CC1)Cc1ccccc1S2	13µM*	18%	.

(list continues)
SMILES	N370S GC mod	TDP1 block	FEN1 inhibitor
O=C(NCc1ccccc1F)C1CCN(c2nnc(-n3cccc3)s2)CC1	.	4%	-7%
CCCN(CC(=O)Nc1ccc(F)c(F)c1F)C(=O)c1ccc2c(=O)n3c(nc2c1)CCC3	-6%	.	-4%
Cn1cc(/C=C/C(=O)N2CCCC(C(=O)c3cccc(C(F)(F)F)c3)C2)cn1 (stereo unspecified)	8%	.	10%
O=C(Nc1ccc(F)cc1F)Nc1csc2ccccc12	14%	1%	-5%
Cc1cccc2c1NC(=O)C21N2CCCC2C(C(=O)c2ccc3ccccc3c2)C12C(=O)Nc1ccccc12 (stereo unspecified)	3%	10%	-5%
CCOC(=O)C/C(C)=N\Nc1ccc([N+](=O)[O-])cc1[N+](=O)[O-]	-3%	5%	-6%
CCOC(=O)CSc1nc2ccccc2c(=O)n1-c1ccc(C(=O)NCCOC)cc1	3%	-1%&5%	-1%&0%
NC(C(=O)O)c1nn[nH]n1 (stereo unspecified)	6%	-4%	0%
Cc1ccc(/C=N/Nc2nnc(Cc3ccccc3)c(=O)[nH]2)o1	6%	7%	0%

Full records, quoted from the list. Values in the order: N370S GC mod | TDP1 block | FEN1 inhibitor
Record of `O=C(Nc1ccc(F)cc1F)Nc1csc2ccccc12` → 14% | 1% | -5%
Record of `CCCN(CC(=O)Nc1ccc(F)c(F)c1F)C(=O)c1ccc2c(=O)n3c(nc2c1)CCC3` → -6% | . | -4%
Record of `CCOC(=O)C/C(C)=N\Nc1ccc([N+](=O)[O-])cc1[N+](=O)[O-]` → -3% | 5% | -6%
Record of `Cc1cccc2c1NC(=O)C21N2CCCC2C(C(=O)c2ccc3ccccc3c2)C12C(=O)Nc1ccccc12` (stereo unspecified) → 3% | 10% | -5%
